# CRFR2-BP ag = CRF-BP/CRF-R2 complex agonism; activation, % at 13.2 µM; actives 0.46% (n = 350,000); HEK293 CRF-R2/CRF-BP, calcium dye fluorescence (FLIPR); percent of saturating CRF peptide response;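 active = activation of at least 50%, plus an integration ratio under a set limit after plate pattern correction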;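 also: plate controls were neutral control wells without compound for no effect and CRF at EC100 for full effect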
# M5 PAM = potentiates acetylcholine response at human M5 receptor; P08912; CHO-K1 hM5, Fluo-8 calcium, ACh EC20 PAM; 0% = ACh EC20, 100% = ACh EC100; activation, % at 3 µM; actives 0.3% (n = 360,000);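 active = activation above the run cutoff, the mean activation of all test compounds plus 3 SD, cut at about 18% in these data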
# Target sequence (P08912 whole entry, looked up): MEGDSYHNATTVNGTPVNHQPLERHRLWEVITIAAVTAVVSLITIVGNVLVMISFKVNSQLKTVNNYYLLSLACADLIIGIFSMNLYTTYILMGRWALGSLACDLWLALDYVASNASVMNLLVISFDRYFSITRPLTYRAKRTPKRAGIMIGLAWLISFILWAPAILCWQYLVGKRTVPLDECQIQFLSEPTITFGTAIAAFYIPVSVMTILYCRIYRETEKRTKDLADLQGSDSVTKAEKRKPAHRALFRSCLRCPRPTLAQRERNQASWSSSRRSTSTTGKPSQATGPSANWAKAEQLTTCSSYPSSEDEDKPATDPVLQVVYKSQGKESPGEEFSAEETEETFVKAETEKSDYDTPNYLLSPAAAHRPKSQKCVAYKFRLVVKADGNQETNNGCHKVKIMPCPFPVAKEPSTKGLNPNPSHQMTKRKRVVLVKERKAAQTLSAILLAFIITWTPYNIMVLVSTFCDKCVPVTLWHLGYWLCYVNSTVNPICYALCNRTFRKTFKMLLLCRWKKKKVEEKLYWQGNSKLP
#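 system = human M5 receptor in CHO-K1 cells | compound = one concentration, 3 µM final (nominal) | schedule = Post-acetylcholine fluorescence recording 140 s | signal = Fluo-8 calcium dye fluorescence, kinetic read | benchmarks = low control EC20 acetylcholine (0%), high control EC100 acetylcholine (100%) | repeats = singlicate, one well per test compound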
# M1 PAM parental = nonselective activator or artifact in parental CHO-K1 calcium assay; ATP EC20, Fluo-8 calcium fluorescence; 0% at ATP EC20, 100% at ATP max; actives 0.02% (n = 360,000); activation, % at 3 µM;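 active = activation above the run cutoff, the mean activation of all test compounds plus 3 SD, cut at about 40% in these data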;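 also: peak over basal fluorescence ratio in a 140 s read after ATP addition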
# M5 antag = blocks acetylcholine activation of human M5 receptor. actives 0.59% (n = 360,000). P08912. CHO-hM5 cells, Fluo-8 calcium fluorescence, ACh EC80. AID 624040. inhibition, % at 3 µM;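 active = inhibition above a per-plate cutoff, the mean of that plate's test compounds plus 3 SD, cut at about 27% in these data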;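 also: 0% = acetylcholine EC80 with DMSO and 100% = DMSO without agonist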
# TAAR1 ag = human TAAR1 agonism. CHO RD-HGA16 TAAR1, Fluo-8 calcium fluorescence; vehicle wells 0%, saturating PEA agonist 100%. Q96RJ0. activation, % at 3 µM. actives 0.99% (n = 360,000). AID 624467;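 active = activation above the mean activation of all test compounds in the run plus 3 SD, cut at about 38% in these data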
# Target sequence (Q96RJ0 whole entry, looked up): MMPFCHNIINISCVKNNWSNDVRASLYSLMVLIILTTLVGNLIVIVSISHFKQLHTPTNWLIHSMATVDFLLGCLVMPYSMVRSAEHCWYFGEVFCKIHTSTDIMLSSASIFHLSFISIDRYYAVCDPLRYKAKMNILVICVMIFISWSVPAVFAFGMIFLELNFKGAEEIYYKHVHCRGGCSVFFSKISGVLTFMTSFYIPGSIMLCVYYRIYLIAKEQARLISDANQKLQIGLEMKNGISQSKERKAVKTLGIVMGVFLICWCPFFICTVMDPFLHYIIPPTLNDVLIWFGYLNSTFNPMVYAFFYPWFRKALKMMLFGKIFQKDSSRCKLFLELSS
#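 Test system: RD-HGA16 (CHO) cells co-expressing Gα16 and hTAAR1 / Benchmarks: DMSO vehicle as 0%, PEA at EC100 as 100% / Repeats: no replicates (n 1) / Measure: % activation from peak over basal fluorescence ratio, DMSO-to-PEA scaled / Timing: 17-24 h plating, Fluo-8 75 min 37 °C, 30 min RT / Technique: kinetic Fluo-8 calcium fluorescence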
# CRFBP-R2 block = CRF-BP/CRF-R2 complex antagonism | HEK293 CRF-R2/CRF-BP, CRF-induced calcium fluorescence | inhibition, % at 11.8 µM | actives 0.59% (n = 350,000) | AID 588475;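 active = inhibition of the ligand-induced calcium signal above about 50% at the single tested concentration, limit read from the data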
# TAAR1 antag = human TAAR1 antagonism | CHO RD-HGA16 TAAR1, Fluo-8 calcium fluorescence, antagonist | actives 1.5% (n = 360,000) | AID 624466 | Q96RJ0 | inhibition, % at 3 µM;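 active = inhibition above a per-plate cutoff, the mean inhibition of test compounds on that plate plus 3 SD, cut at about 49% in these data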;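 also: 0% = DMSO plus EC80 beta-PEA response and 100% = DMSO alone without agonist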
#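 Assay system: RD-HGA16 CHO cells with stable hTAAR1 and Gα16 / Reagent: EC80 β-phenethylamine stimulus / Doses: 3 µM, single point / Timing: dye loading 75 min at 37 °C, then 30 min room temperature / Measured by: Fluo-8 intracellular calcium dye fluorescence, real-time kinetic reads / Controls: vehicle wells and EC80 agonist wells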
# M5 ag = agonists of human muscarinic M5 receptor (CHRM5); actives 0.19% (n = 360,000); activation, % at 3 µM; CHO-K1 hM5 cells, Fluo-8 calcium fluorescence; 0% DMSO wells, 100% maximal acetylcholine response;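 active = activation above the run's mean over test compounds plus 3 SD, cut at about 23% in these data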;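 also: signal is peak over basal fluorescence ratio across the kinetic read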
# CHRM4 PAM = potentiates acetylcholine response at human M4 receptor; AID 624126; activation, % at 3 µM; actives 0.4% (n = 360,000); CHO-K1 hM4/Gqi5, Fluo-8 calcium fluorescence, ACh EC20; 0% = ACh EC20, 100% = maximal ACh;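 active = activation above its plate's cutoff, the mean activation of sample wells plus 3 SD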; also: some results filed as inactive read as strong as hits
# An asterisk follows results filed as active; / = not tested or not shown; & = joins results of further samples. Compounds were not picked by outcome. Share with any hit: about 4.2%.
# Letter code: A = CRFR2-BP ag; B = M5 PAM; C = M1 PAM parental; D = M5 antag; E = TAAR1 ag; F = CRFBP-R2 block; G = TAAR1 antag; H = M5 ag; I = CHRM4 PAM
CC(=O)NC(c1ccc(F)c(F)c1)c1nc(-c2cnc3ccccc3c2)cs1 (stereo unspecified)
  A: /	B: 0	C: 14	D: 6	E: 2	F: /	G: 0	H: -1	I: 0

Cc1ccc2nsnc2c1NC(=O)COc1ccccc1F
  A: 0.3	B: 4	C: 20	D: 1	E: -1	F: 22	G: 10	H: -3	I: -1

CCOC(=O)c1c(C)[nH]c(C(=O)OC(C)C(=O)NC2CCCCC2C)c1C (stereo unspecified)
  A: 0.3	B: -2	C: 0	D: 5	E: 2	F: 2	G: -1	H: 3	I: 1

CN(C1CCCCC1)S(=O)(=O)c1ccc(NC(=O)C2CCCCC2C(=O)O)cc1 (stereo unspecified)
  A: -0.1	B: 3	C: 19	D: -6	E: 11	F: 1	G: -20	H: -1	I: -2

O=S1(=O)c2cccc3cccc(c23)N1CCBr
  A: -2.2	B: 5	C: -5	D: -3	E: 1	F: -9	G: 3	H: -2	I: 1

Cc1sc2nc(-c3cccs3)oc(=O)c2c1C
  A: -0.3	B: -3	C: -8	D: 7	E: -2	F: 6	G: -2	H: -2	I: 0

O=C(Nc1cc(Cl)ccc1-n1cncn1)c1cccs1
  A: 0.7	B: 2	C: 4	D: 4	E: 1	F: 23	G: -13	H: -2	I: 1

Cc1nc2cc(OC3(C)CCN(Cc4ccc(OC(F)(F)F)cc4)C3)ccc2s1 (stereo unspecified)
  A: /	B: -7	C: 5	D: 7	E: 7	F: /	G: 3	H: 0	I: 0

N#Cc1c(N)nc(SCC(=O)NCCc2ccccc2)c(C#N)c1-c1cccs1
  A: 4.9	B: 3	C: 10	D: -3	E: 9	F: 0	G: -4	H: -3	I: 1

CCOC(=O)c1c(Nc2ccc(Cl)cc2)sc(/C=C2\C=Nc3ccccc32)c1O
  A: 14	B: 0&-2	C: 8&9	D: -1&2	E: 0&6	F: -106	G: 1&6	H: 1&0	I: 1&0

CC(C)(C)NC(=O)C(c1ccnc2ccccc12)n1c(=O)c(-c2cc3ccccc3[nH]2)nc2ccccc21 (stereo unspecified)
  A: /	B: -2	C: /	D: -4	E: 2	F: /	G: -22	H: 3	I: 4

Cc1c(O)nc2ccccn2c1=O
  A: -1.1	B: -6	C: 5	D: 10	E: 1	F: 5	G: 11	H: -2	I: -6

COc1ccc(CCNC(=O)Nc2ccc([N+](=O)[O-])cc2)cc1OC
  A: 0.8	B: -20	C: 18	D: 11	E: 10	F: 12	G: 11	H: 2	I: -13

O=c1[nH]cnc2c1cnn2Cc1ccccc1
  A: -0.4	B: -2	C: 16	D: 1	E: 15	F: 9	G: -5	H: -1	I: -4

COC(=O)Cn1c(=O)c2c(nc3n2CC(C)CN3Cc2ccccc2)n(C)c1=O (stereo unspecified)
  A: -1.4	B: 3	C: 21	D: 0	E: 0	F: -8	G: -1	H: -2	I: 3

COc1ccc(NC(=O)Cn2nc([N+](=O)[O-])c(Cl)c2C)cc1OC
  A: 2.4	B: 4	C: 5	D: 1	E: 1	F: -10	G: -25	H: 1	I: 9

COc1cccc(/C=C2\Oc3cc(OCC(=O)N4CCC[C@H]4C(=O)O)ccc3C2=O)c1
  A: 1.0	B: -3	C: 7	D: 7	E: 3	F: 14	G: -15	H: 1	I: 3

CCCS(=O)(=O)NC(=O)C1(C)CCCN(C(=O)c2cccc(C(F)(F)F)c2)C1 (stereo unspecified)
  A: /	B: -4	C: 26	D: 11	E: 2	F: /	G: -34	H: 1	I: 10

CCOC(=O)N1CCN(C(=O)CCc2ccc(S(=O)(=O)NC(C)C)cc2)CC1
  A: -0.2	B: -4	C: -17	D: 7	E: -2	F: 15	G: 16	H: -3	I: -2

Cc1cc2nc3n(c2cc1C)CC1CC(C(=O)NCc2ccco2)N(C)C31 (stereo unspecified)
  A: -0.5	B: 4	C: 16	D: -3	E: 3	F: 4	G: 8	H: 2	I: 5

Cc1nc(NC(=O)CSc2nnc(C3CC3)n2N)c(Cl)cc1Cl
  A: 0.7	B: -12	C: -2	D: 0	E: -1	F: 6	G: -3	H: 0	I: 8

Nc1nc(Sc2ccc([N+](=O)[O-])c3nonc23)c2[nH]cnc2n1
  A: 9.0	B: -8	C: 6	D: 7	E: 6	F: -47	G: 4	H: 10	I: -2

COc1ccc(Cl)cc1NC(=O)CN(C)CC(=O)Nc1ccccc1-c1ccccc1
  A: -5.6	B: 3	C: 6	D: 2	E: 0	F: -6	G: -9	H: -8	I: -4

O=C(c1ccc([N+](=O)[O-])cc1)N1CCN(c2ncccn2)CC1
  A: 0.5	B: -7	C: 9	D: 17	E: 0	F: 7	G: -5	H: -1	I: -10

COCc1nnc(NC(=O)c2ccc(S(=O)(=O)N3CCCc4ccccc43)cc2)o1
  A: -1.7	B: 0	C: 0	D: 4	E: 0	F: 22	G: 9	H: 0	I: -7

C#CCOC(=O)CN1C(=O)c2cccc3cccc(c23)C1=O
  A: -0.3	B: -2	C: 16	D: 3	E: 1	F: 3	G: 3	H: 1	I: -3

CC(Oc1cccc(Br)c1)C(=O)N1CCCN(C)CC1 (stereo unspecified)
  A: -1.2	B: -2	C: 29	D: 1	E: 0	F: 6	G: -28	H: -6	I: -6

COc1cc(C(=O)Nc2c(C)cc(C)cc2C)c([N+](=O)[O-])cc1OC
  A: -0.9	B: 3	C: 5	D: -11	E: 3	F: 0	G: -1	H: -2	I: 11

N#Cc1c2n(c3c(=O)n(Cc4ccccc4)cnc13)CCCC2
  A: -6.6	B: 4	C: 16	D: -8	E: 5	F: -10	G: 1	H: -3	I: 7

Cc1cc(Cl)ccc1C(=O)C1CCCN(C(=O)c2cncs2)C1 (stereo unspecified)
  A: -0.7	B: 2	C: 17	D: -4	E: 3	F: -22	G: -15	H: -2	I: -6

C/C(CC(=O)Nc1ccc2ccccc2c1)=N\NC(=O)c1cnccn1
  A: -0.6	B: -7	C: 4	D: 5	E: 4	F: 2	G: -7	H: 2	I: -1

CN(C)S(=O)(=O)c1cccc(NC(=O)CSc2cccc3cccnc23)c1
  A: -1.1	B: -3	C: 12	D: 4	E: -2	F: -8	G: 1	H: 1	I: 7

COc1ccc(Cl)cc1-n1c(=S)sc2c(=O)[nH]c(SCC(=O)NCC3CCCO3)nc21 (stereo unspecified)
  A: -1.7	B: -8	C: 12	D: 12	E: 2	F: 13	G: 5	H: -5	I: 3

CC(=O)Nc1ccc(NC(=O)Nc2ccccc2C)cc1
  A: 1.2	B: -2	C: 6	D: 0	E: 0	F: 7	G: -2	H: 4	I: -5

C[C@@H]1CC[C@]2(C(=O)O[C@@H]3O[C@H](CO)[C@@H](O)[C@H](O)[C@H]3O)CC[C@]3(C)C(=CCC4[C@@]5(C)C[C@@H](O)[C@H](O)[C@@](C)(C(=O)O[C@@H]6[C@H](O)C[C@@]7(C)C(CC[C@]8(C)C7CC=C7[C@H]9[C@](C(=O)O[C@@H]%10O[C@H](CO)[C@@H](O)[C@H](O)[C@H]%10O)(CC[C@@H](C)[C@@]9(C)O)CC[C@]78C)[C@@]6(CO)C(=O)O)C5CC[C@]43C)[C@@H]2[C@]1(C)O (stereo partly specified)
  A: 1.8	B: -4	C: -6	D: 9	E: 1	F: -12	G: -4	H: 2	I: 10

CCOC(=O)C1=C(C)N(c2ccc(OCC)cc2)C(=O)/C1=C\c1ccco1
  A: 0.3	B: -2	C: 22	D: -5	E: 1	F: -18	G: 9	H: 0	I: 17

C=CCNC(=O)c1ccccc1NC(=O)c1ccc(Cl)c(S(=O)(=O)Nc2cccc(C)c2C)c1
  A: 2.2	B: -10	C: 0	D: 1	E: 4	F: -10	G: 31	H: 2	I: -14

COC(=O)C1CCN(C(=O)COC(=O)c2ccc(=O)n(Cc3ccccc3)n2)CC1
  A: -0.4	B: 8	C: 13	D: 2	E: 1	F: -1	G: 0	H: 3	I: 1

Cc1ccc2cc(CCNC(=O)Cc3cccs3)c(=O)[nH]c2c1
  A: -1.0	B: 1	C: 32	D: 1	E: 1	F: -4	G: 16	H: 3	I: 2

O=S(=O)(O)Sc1ccccc1
  A: -1.4	B: 2	C: -17	D: 9	E: 3	F: 14	G: -23	H: 2	I: 8

CCOC(=O)CCc1c(C)nc(SCCCn2c(=O)[nH]c3ccccc32)c(C#N)c1C
  A: -2.4	B: 2	C: 17	D: -2	E: 9	F: 0	G: 20	H: 0	I: 7

CC(=O)C1=C(C)NC(=O)NC1c1ccc(OC2CCCC2)cc1 (stereo unspecified)
  A: -1.1	B: 1	C: 16	D: 4	E: 9	F: 0	G: -23	H: 3	I: 4

O=C1C=CC(O)C2(CO)OC12 (stereo unspecified)
  A: 0.0	B: -2	C: 5	D: 2	E: 4	F: -26	G: 3	H: 1	I: 1

Cc1ccc(-c2nc3ccc(Br)cn3c2Cc2ccccc2)cc1
  A: /	B: 5	C: 8	D: -4	E: -2	F: /	G: -12	H: -3	I: 2

COc1ccc(/C=N/n2cnnc2)cc1Cn1nc(C)c([N+](=O)[O-])c1C
  A: 3.4	B: 2	C: 24	D: -7	E: 2	F: 5	G: 16	H: -4	I: -5

N#Cc1nc(-c2cccs2)oc1NCCCN1CCOCC1
  A: -2.9	B: 2	C: -14	D: 1	E: 5	F: 10	G: 5	H: 0	I: 0

COc1ccc(CNC(=O)CN(Cc2ccc(OC)cc2)C(=O)CCC(=O)Nc2ccccn2)cc1
  A: -0.4	B: 6	C: 10	D: 0	E: 1	F: 6	G: 8	H: 0	I: 0

Cc1ccc(S(=O)(=O)Nc2ccccc2/C=N/c2nc3ccccc3n2C)cc1
  A: -1.6	B: 2	C: 15	D: -3	E: /	F: 71*	G: /	H: -7	I: -4

COc1ccc(Br)cc1CN(C)CC(=O)NCCc1ccccc1
  A: -5.4	B: 8	C: 10	D: 8	E: 9	F: 8	G: -20	H: 1	I: 0

Cc1ccc(NC(=O)CNCc2ccccc2)cc1Br
  A: -1.2	B: -2	C: 14	D: 8	E: 7	F: -12	G: 15	H: -3	I: 1

O=C(COC(=O)c1cccs1)Nc1nc(-c2ccccc2)cs1
  A: -1.1	B: -9	C: 6	D: 7	E: 0	F: 6	G: -18	H: 2	I: 5

CC(=O)c1ccc(NC(=O)CN2C(=O)NC3(CCc4ccccc43)C2=O)cc1 (stereo unspecified)
  A: 0.0	B: -3	C: 17	D: 22	E: 3	F: -11	G: 3	H: 1	I: 1

# 3 entries from above, comma-delimited.
SMILES,CRFR2-BP ag,M5 PAM,M1 PAM parental,M5 antag,TAAR1 ag,CRFBP-R2 block,TAAR1 antag,M5 ag,CHRM4 PAM
O=c1[nH]cnc2c1cnn2Cc1ccccc1,-0.4,-2,16,1,15,9,-5,-1,-4
CN(C)S(=O)(=O)c1cccc(NC(=O)CSc2cccc3cccnc23)c1,-1.1,-3,12,4,-2,-8,1,1,7
O=C(Nc1cc(Cl)ccc1-n1cncn1)c1cccs1,0.7,2,4,4,1,23,-13,-2,1

# Assay outcomes deposited in PubChem BioAssay by several laboratories.
